Screens: PubChem, National Center for Advancing Translational Sciences (NCATS)
FLuc modulator: inhibits or activates purified firefly luciferase, miR-21 counter-screen; Potency, µM (series often up to 57.5 µM), without a hit: at the highest dose activity change, negative = inhibition, most hits filed as inhibitors; 360,000 compounds, 6.9% hits; purified FLuc, Km substrates, luminescence inhibition; P08659; active = well fitted inhibition curve with a large enough effect; inconclusive = small, poorly fitted or top-dose-only effect;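 note: plate controls were vehicle for no effect and reference inhibitor for full effect; nearly all actives have a fitted effect of over 55% in size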
Target sequence (P08659 whole entry, looked up): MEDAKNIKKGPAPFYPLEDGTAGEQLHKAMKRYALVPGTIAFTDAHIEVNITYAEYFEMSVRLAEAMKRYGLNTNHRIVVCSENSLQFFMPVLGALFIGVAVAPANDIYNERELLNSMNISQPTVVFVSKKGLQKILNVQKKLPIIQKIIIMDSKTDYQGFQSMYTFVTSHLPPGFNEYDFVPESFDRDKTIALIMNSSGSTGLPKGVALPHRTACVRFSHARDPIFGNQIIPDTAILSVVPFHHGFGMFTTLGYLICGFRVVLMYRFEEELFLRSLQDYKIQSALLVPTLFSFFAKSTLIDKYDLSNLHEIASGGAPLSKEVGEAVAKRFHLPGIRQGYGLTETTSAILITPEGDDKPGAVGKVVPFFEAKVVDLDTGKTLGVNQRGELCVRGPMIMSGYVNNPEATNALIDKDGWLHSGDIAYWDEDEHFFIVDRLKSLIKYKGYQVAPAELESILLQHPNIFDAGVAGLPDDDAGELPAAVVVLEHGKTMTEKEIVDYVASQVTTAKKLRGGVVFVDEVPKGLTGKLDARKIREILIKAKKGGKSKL
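Purified P. pyralis luciferase (10nM final) with 10uM D-luciferin and 10uM ATP (Km levels) in 50mM Tris acetate pH 7.5, 10mM Mg acetate, 0.01% Tween-20, 0.05% BSA; qHTS 6-point titration, ~60 µM downward; luminescence read.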
An asterisk follows results filed as active; ? = inconclusive. Potency is the fitted concentration of half-maximal effect.

cpd	Compound	FLuc modulator
1	COc1ccc(NC(=O)CCCc2nc(-c3ccco3)no2)c(OC)c1	-1%
2	Cc1cccc(-n2c(=O)c3c4c(sc3n3cnnc23)CCCC4)c1	2%
3	Cn1cc(S(=O)(=O)c2ccc(Cl)cc2)c(=O)c2cc(F)c(N3CCCCCC3)cc21	-3%
4	Cc1cc2ccccc2n1CCNC(=O)c1ccccc1F	-13%
5	COC(=O)c1ccc(Cn2c(SCc3ccc(F)cc3)nc3ccncc32)cc1	-17%
6	Cc1cccc(-c2nnc(SCc3cc(=O)c4cccc(Cl)c4[nH]3)n2C)c1	-15%
7	CC(C)CCNC(=O)c1ccc2c(c1)N(Cc1ccccc1F)C(=O)c1ccccc1S2(=O)=O	4%
8	CCc1ccc(NC(=O)CSc2nc(=O)n(Cc3cccnc3)c3c2CCC3)cc1	-1%
9	Cc1cccc(Cn2cccc2CNS(=O)(=O)c2ccc(C)c(C)c2)c1	0%
10	COc1ccccc1NC(=O)Cn1c(=O)n(-c2ccc(C)cc2)c(=O)c2c1cnn2C	0%
11	Cc1ccc(NC(=O)CCn2cnc3onc(-c4ccc(F)cc4)c3c2=O)c(Br)c1	5%
12	COc1cccc(-c2nc(CS(=O)(=O)CC(=O)Nc3c(C)cc(C)cc3C)c(C)o2)c1	-9%
13	COC(=O)c1cc2sc(Cl)cc2n1Cc1nc(-c2ccccc2C)oc1C	-7%
14	Cc1ccccc1-c1noc(-c2cc3ccccc3oc2=O)n1	1.9µM*
15	COc1ccc(N2CCN(S(=O)(=O)c3cc(Br)cc4c3N(C(=O)C3CC3)CC4)CC2)cc1	-7%
16	COc1ccc(CCNC(=O)c2cc(=O)c3cc(C)cc(C)c3o2)cc1OC	-1%
17	CC1CCN(S(=O)(=O)c2ccc3c(c2)N(CC(=O)NC(C)(C)C)C(=O)CS3)CC1	-9%
18	COc1ccccc1NC(=O)c1ncn(-c2ccccc2)n1	?
19	Cc1cc(C)c(Cn2c(C3CC(=O)N(c4ccc(F)cc4)C3)nc3ccccc32)c(C)c1 (configuration not stated)	-2%
20	CCOc1ccc(-c2cn(-c3ccc(C)cc3)c(SCC(=O)Nc3ccc(C)cc3)n2)cc1	-5%
21	COc1ccc2c(Sc3ccc(C)cc3)c(C(=O)NC(C)C)[nH]c2c1	-11%
22	Cc1c(C(=O)NCc2ccccc2Br)oc2c1-c1[nH]ncc1CC2	-3%
23	CN1CCN(c2oc(/C=C/c3ccc(F)cc3)nc2C#N)CC1	-6%
24	CCCOC(=O)c1ccc(Cn2nnc3sc4c(c3c2=O)CCC(C)C4)cc1 (configuration not stated)	-1%
25	CC(=O)N1c2ccc(S(=O)(=O)NCc3ccc(Cl)cc3)cc2CC1C (configuration not stated)	-11%
26	CCOc1ccc(N(CC)S(=O)(=O)N2CCCC(C(=O)Nc3ccc(OC)c(Cl)c3)C2)cc1 (configuration not stated)	0%
27	CCCc1cc(=O)[nH]c(SCc2nc(-c3ccccc3)no2)n1	?
28	Cc1ccc(NC(=O)CSc2nc3ccc(Br)cc3[nH]2)c(C)c1	-13%
29	O=C(Nc1cccnc1)c1cnn2c1NC(=C1CC1)C=C2C(F)F	-1%
30	CCNC(=O)c1cnc2sc(N3CCC(C)CC3)nn2c1=O	-6%
31	Cc1nc(N2CCOCC2)c2c(C(=O)N3CCN(c4ccc(Cl)cc4)CC3)c(C)oc2n1	-6%
32	CCc1ccc(CNC(=O)CSc2cc(=O)n(CC)c3ccccc23)cc1	4%

Four entries already listed, sorted by molecular weight, ascending.
cpd	Compound	FLuc modulator
18	COc1ccccc1NC(=O)c1ncn(-c2ccccc2)n1	?
4	Cc1cc2ccccc2n1CCNC(=O)c1ccccc1F	-13%
11	Cc1ccc(NC(=O)CCn2cnc3onc(-c4ccc(F)cc4)c3c2=O)c(Br)c1	5%
26	CCOc1ccc(N(CC)S(=O)(=O)N2CCCC(C(=O)Nc3ccc(OC)c(Cl)c3)C2)cc1 (configuration not stated)	0%

Another view of four compounds above:
8: CCc1ccc(NC(=O)CSc2nc(=O)n(Cc3cccnc3)c3c2CCC3)cc1
  FLuc modulator: -1%

30: CCNC(=O)c1cnc2sc(N3CCC(C)CC3)nn2c1=O
  FLuc modulator: -6%

14: Cc1ccccc1-c1noc(-c2cc3ccccc3oc2=O)n1
  FLuc modulator: 1.9µM*

31: Cc1nc(N2CCOCC2)c2c(C(=O)N3CCN(c4ccc(Cl)cc4)CC3)c(C)oc2n1
  FLuc modulator: -6%

The results go on:
cpd	Compound	FLuc modulator
33	O=C1N(Cc2ccccc2Cl)c2ccccc2C1(O)c1c[nH]c2ccccc12 (configuration not stated)	0%
34	Cc1ccc(/C=C/c2nc3ccccc3n2S(=O)(=O)c2cccc(Cl)c2)cc1	0.67µM*
35	O=C(c1cccc(Cl)c1)N1c2ncnn2C2(CCCCC2)[C@@H]2CCCC[C@@H]21	-7%
36	CCOc1ccc(NC(=O)CC2C(=O)N(c3cccc(OC)c3)C(=O)N2C2CCCCC2)cc1 (configuration not stated)	-5%
37	Cc1ccc(COc2ccc3oc(-c4ccccc4)c(C(=O)O)c3c2)cc1	11µM*
38	CCC(C(=O)Nc1ccc(C(=O)OC)cc1)n1c(=O)c(-c2ccccc2NC(C)=O)nc2ccccc21 (configuration not stated)	-13%
39	CCOc1ccc(-c2cc3nc(C4CCN(C(=O)OC(C)(C)C)CC4)c(C(=O)Nc4c(C)cccc4C)cn3n2)cc1	3%
40	Cc1cccc(Cn2c(=O)n(-c3ccc(Cl)c(Cl)c3)c(=O)c3c(C)c(C)sc32)c1	-3%
41	CC1=C(C(=O)Nc2ccc(C)cc2C)C(c2ccc(C(C)C)cc2)n2nc(C(F)(F)F)nc2N1 (configuration not stated)	-4%
42	CCOc1ccccc1CNC(=O)C1CCN(S(=O)(=O)c2cccc3nonc23)CC1	-1%
43	COc1ccc(C(=O)Nc2cccc(-c3nc4cccnc4s3)c2C)c(OC)c1	-17%
44	CCOc1ccccc1N(C)C(=O)C1CCCN(c2ncnc3onc(-c4ccc(F)cc4)c23)C1 (configuration not stated)	3%
45	Cn1c(=O)c2c(nc(Oc3ccccc3Cl)n2Cc2ccc(C#N)cc2)n(C)c1=O	-6%
46	CCc1ccc2oc(-c3ccc(NC(=O)c4cc(OC)c(OC)c(OC)c4)cc3)nc2c1	-2%
47	CC(=O)c1ccc(NC(=O)CCCSc2nc(-c3ccco3)cc(C(F)(F)F)n2)cc1	-8%
48	COc1ccc(C(=O)NNc2ncnc3c2cnn3-c2ccc(C)cc2C)cc1	-11%
49	CCN1C(=O)c2ccccc2Sc2ccc(NC(=O)N3CCN(c4cc(C)ccc4C)CC3)cc21	-6%
50	CCNc1nc(NCc2ccc(F)cc2)c2cnn(C)c2n1	-7%
51	COC(=O)c1cc2sc(C)cc2n1Cc1nc(-c2cccc(Br)c2)oc1C	-3%
52	O=C(c1ccccc1F)N1CCC(c2nc3c(nnn3Cc3cccc(F)c3)c(=O)[nH]2)CC1	-15%
53	COc1ccc(C2=C(N3CCN(c4cc(C)ccc4C)CC3)c3ccccc3C2=O)cc1	4%
54	CCOc1ccc(CNC(=O)c2cc(-c3ccc(Cl)s3)nc3ccccc23)cc1	-1%
55	Cc1nn(-c2ccccc2)c2c1N(CC(=O)NCc1ccc(N(C)C)cc1)C(=O)CS2	-9%
56	COc1ccc(NC(=O)c2cccc3c(=O)c4c([nH]c23)CCCC4)cc1	-1%
57	Cc1cccc(OCC(=O)Nc2ccccc2OCc2cc(=O)n3ccccc3n2)c1	?
58	O=C(NCC(c1ccc2c(c1)OCO2)N1CCN(c2ccccc2)CC1)c1ccc(F)c(F)c1 (configuration not stated)	-2%
59	Cc1cccc(N2CCN(C(=O)Cn3nc(C)c4sc5ccccc5c4c3=O)CC2)c1C	3%
60	O=C(Cn1cc(SCc2ccc(C(F)(F)F)cc2)c2ccccc21)N1CCCCCC1	-2%
61	COc1cccc(CN(Cc2ccco2)c2cnc(S(C)(=O)=O)nc2C(=O)Nc2cccc(Cl)c2C)c1	-6%
62	Cc1sc2ncn(CC(=O)N3CCN(c4ccc(F)cc4)CC3)c(=O)c2c1S(=O)(=O)N1CCC(C)CC1	4%
63	CC(C)(C)n1cnc2cc(NCc3ccccc3Cl)ccc21	13µM*
64	COc1ccc(-c2nnc(SCc3cccc(Cl)c3)o2)cc1	?
65	CCc1ccccc1NC(=O)C1(C)Cc2ccccc2C(=O)O1 (configuration not stated)	-5%
66	COC(=O)c1sccc1S(=O)(=O)N(CC(=O)Nc1ccc(C)cc1)c1ccccc1	0%
67	O=C(Nc1ccc(O)c(-c2nc3ccccc3o2)c1)c1ccc(Br)cc1	-5%
68	COc1cccc(CNCCSc2nnnn2-c2ccccc2)c1OC	5%
69	CCCCc1ccc(NC(=O)CSc2nc3ccccc3nc2N2CCOCC2)cc1	-8%
70	COc1ccccc1N1CCN(C(=O)Cn2cnc3sc(C)c(S(=O)(=O)N4CCC(C)CC4)c3c2=O)CC1	-3%
71	COc1cc2c(cc1OC)C(COc1ccc(F)cc1)N(C(=O)c1cccc(F)c1)CC2 (configuration not stated)	-3%
72	O=C(CN1C(=O)COc2ccc(S(=O)(=O)NC3CCCC3)cc21)NCc1ccc(Cl)cc1	-3%
73	O=C(COc1ccccc1)NCc1ccc2c(c1)CCN2C(=O)c1ccccc1	-4%
74	CCOC(=O)c1c(NC(=O)c2ccc(S(=O)(=O)N(CC(C)C)CC(C)C)cc2)sc2c1CCN(C(=O)OCC)C2	-3%
75	COc1ccc(-c2noc(N3CCC(C(=O)N(C)c4cc(Cl)ccc4OC)CC3)n2)cc1	-8%
76	COc1ccc(NC(=O)c2oc3ccccc3c2NC(=O)Cc2cccs2)cc1	-7%
77	COc1cc(OC)c(OC)cc1CN1CCc2nc(N3CCN(C)CC3)ncc2C1	-1%
78	Cc1ccc(OC(C)C(=O)N2CCN(CCc3ccncc3)CC2)cc1C (configuration not stated)	-5%
79	Cc1ccc(-n2nc(CO)c(C(=O)NCCCc3ccccc3)n2)cc1	-6%
80	CCOc1ccc(CCNC(=O)Cn2nc(-c3ccc(C)cc3)ccc2=O)cc1OCC	-7%
81	CC(C)NC(=O)N1CCC(N2CCN(Cc3ccc(F)cc3)C(=O)C2=O)CC1	-2%
82	CCOc1cccc(C2c3c(oc4cc(C)c(C)cc4c3=O)C(=O)N2c2nc(C)c(C)s2)c1 (configuration not stated)	0%
83	Cc1ccccc1-c1nc(CN2CCC(C(=O)NC(C)C)CC2)c(C)o1	-1%
84	CCCn1c(SCC(O)c2cccc(OC)c2)nc2ccccc21 (configuration not stated)	-16%
85	COc1cc(C(CC(=O)Nc2cccc(C(C)=O)c2)N2Cc3ccccc3C2=O)cc(OC)c1OC (configuration not stated)	-11%
86	COc1cccc(C(=O)N2CCN(CCc3ccncc3)CC2)c1	0%
87	CCOc1ccc(NS(=O)(=O)c2ccc(-c3cc(C)no3)s2)cc1	-18%
88	CC(=O)N1CCc2c(sc3c2c(=O)n(Cc2ccccc2)c(=O)n3Cc2cccc(Cl)c2)C1	5%

Going on with the list.
cpd	Compound	FLuc modulator
89	COc1ccc(NC(=O)CSCc2cnn(-c3ccccc3)c2-n2cccc2)cc1	4%
90	Cc1ccc(N2CC(NC(=O)C3CC3)CC2=O)cc1C (configuration not stated)	0%
91	O=c1c2oc3ccccc3c2n(Cc2ccccc2Cl)c(=O)n1Cc1ccc2c(c1)OCO2	-7%
92	O=c1c(-c2cc(-c3ccc(Cl)cc3)nc3c2COc2ccccc2-3)coc2ccccc12	-2%
93	CCCCN1C(=O)C(O)(c2c(C)[nH]c3ccccc23)c2cc(Br)ccc21 (configuration not stated)	-9%
94	CCOc1ccccc1NC(=O)CN1C(=O)CC(c2ccco2)Sc2ccccc21 (configuration not stated)	?
95	COc1cccc2cc(C(=O)Nc3ccc(C)cc3)c(=O)oc12	0.38µM*
96	CCOC(=O)CNC(=O)Cn1nc(N2CCN(c3ccccc3)CC2)ccc1=O	-5%
97	Cc1ccc(F)cc1S(=O)(=O)N1CCC(c2nc3ccccc3s2)CC1	-14%
98	CCCN(C(=O)Cn1ncc2c([nH]c3ccc(C)cc32)c1=O)c1ccccc1C	-7%
99	Cc1ccc(OCC(=O)Nc2nnc(S(=O)(=O)N3c4ccccc4CC3C)s2)cc1 (configuration not stated)	?
100	Cc1ccc(S(=O)(=O)N2CCCc3cc(NC(=O)c4ccc(F)c(F)c4)ccc32)cc1	2%
101	CCN(CC)c1cc2c(cc1F)c(=O)c(S(=O)(=O)c1ccc(C)cc1)cn2Cc1ccc(F)cc1	-2%
102	CCc1ccc(CNCc2c(C(=O)O)n(Cc3cccc(F)c3)c3cc(OC)ccc23)cc1	-3%
103	CCSc1nnc(NC(=O)c2cc(=O)c3cc(C)ccc3o2)s1	?
104	CCOC(=O)c1cnc2c(C)cc(Cl)cc2c1NCCc1ccc(OC)c(OC)c1	-9%
105	Cc1cc(C)c(S(=O)(=O)NCCS(=O)(=O)N2CCN(c3ccccc3)CC2)c(C)c1	5%
106	COc1ccc(CC(=O)NC2CC(=O)N(c3cccc(F)c3)C2)cc1 (configuration not stated)	-6%
107	COc1cc(OC)c(NC(=O)c2cnn(-c3ccccc3)c2-n2cccc2)cc1Cl	-8%
108	Cc1ccc(NC(=O)CSc2nc(=O)n(CCCN(C)C)c3c2CCC3)cc1F	-2%
109	COC(=O)Cc1c(C)c2cc3c(c(C)c2oc1=O)OCN(CCc1ccc(OC)cc1)C3	1%

Only part of the results is shown (hit frequency here may not be typical).
